M1 antagonist: antagonists of rat M1 muscarinic receptor | P08482 | CHO-M1 cells, Fluo-4 calcium, ACh EC80 antagonist mode; active compounds read low | B-score at 10 µM | 3.4% of 64,000 active | AID 628;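 active = calcium fluorescence response, raw or row-and-column corrected B-score, differing from the plate sample mean either way at a set confidence level, mostly lower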
Target sequence (P08482 whole entry, looked up): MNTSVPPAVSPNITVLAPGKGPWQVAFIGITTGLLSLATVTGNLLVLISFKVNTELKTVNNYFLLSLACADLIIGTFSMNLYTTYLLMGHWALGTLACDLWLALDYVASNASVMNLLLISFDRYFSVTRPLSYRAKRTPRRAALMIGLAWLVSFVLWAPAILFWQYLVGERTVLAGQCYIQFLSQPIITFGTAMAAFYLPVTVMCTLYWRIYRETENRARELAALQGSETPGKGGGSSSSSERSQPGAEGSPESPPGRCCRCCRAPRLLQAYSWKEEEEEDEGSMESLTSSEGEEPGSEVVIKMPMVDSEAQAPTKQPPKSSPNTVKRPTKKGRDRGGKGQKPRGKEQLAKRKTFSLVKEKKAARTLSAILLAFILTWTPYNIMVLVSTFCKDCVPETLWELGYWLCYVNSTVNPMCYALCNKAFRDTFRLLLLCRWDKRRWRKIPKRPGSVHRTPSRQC
Fluor 339 460: intrinsic fluorescence of library compounds, ex339/em460 – biochemical, MLSMR library, data from DPM-DC assay, artefact control, profiling panel | compound autofluorescence, ex339/em460 nm, NADH buffer; active compounds read high; 1 = no-compound wells, NADH background | fluorescence fold increase at 10 µM | 5.5% of 65,000 active;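 active = at 10 µM, mean starting fluorescence two-fold or more over control wells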;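 note: signal is the first read of a kinetic run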
tolC growth inh: blocks growth of E. coli BW25113 tolC mutant; 2.2% of 65,000 active; OD615; growth inhibition, % at 10 µM (by protocol); AID 573;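 active = growth inhibition at or above a cutoff equal to the mean over every tested compound plus 3 SD, cut at about 60% in these data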;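 note: growth measured after 20 h incubation at 37 °C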
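Test system: E. coli BW25113 ΔtolC::kan bacteria; incubation: 37 °C, 20 h exposure; medium: LB broth supplemented with 50 µg/mL kanamycin; read-out basis: percent growth inhibition; signal: A615 absorbance measurement; compound: 10 µM final, single dose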
M1 agonist: activates the M1 muscarinic receptor. CHO-M1 cells, Fluo-4 calcium fluorescence, agonist mode; active compounds read high. B-score at 10 µM. 3% of 64,000 active. AID 626;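 active = fluorescence rise, raw or as B-score row- and column-corrected plate score, outside the 99.7% band of its plate's samples, either direction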
TNAP act mid DEA: human TNAP activation, intermediate phosphate acceptor; P05186; activation factor at 20 µM; purified TNAP, CDP-star luminescence, 100 mM DEA, 30 min; active compounds read high; scale: 0 levamisole-inhibited, 1 vehicle-only enzyme; 64,000 tested, under 10 active; AID 813;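 active = activation factor of at least 2 at 20 µM, relative to controls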
RORA act: activates the human nuclear receptor RORA | CHO-K1 Gal4-RORA LBD luciferase reporter, luminescence; percent increase over mock-subtracted basal signal | P35398 | AID 560 | 1.5% of 65,000 active | activation, % at 10 µM;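 active = activation above the mean of all tested compounds plus 3 SD, cut at about 49% in these data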;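 note: 0% = DMSO-treated RORA cells and 100% = added signal equal to DMSO minus mock-transfected cells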
NADH coupling: inhibitors of enzymes used to reach an NAD/NADH endpoint; coupled PK/LDH NADH assays, four targets; IC50, µM (series often up to 10 µM), inactives show at the highest dose inhibition; 0.02% of 65,000 active;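 active = single-dose screening hits from any of four coupled enzyme assays that gave an IC50 when retested across doses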;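 note: the DPM-DC format reads NADH fluorescence rather than 340 nm absorbance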
SF-1 act: SF-1 (human) activation | activation, % at 10 µM | Q13285 | CHO-K1 Gal4-SF-1 LBD luciferase reporter; % increase over DMSO SF-1-specific signal | AID 522 | 1.9% of 65,000 active;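 active = activation above the mean activation of all tested compounds plus 3 SD, cut at about 50% in these data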
Target sequence (Q13285 whole entry, looked up, the tested form may be a part): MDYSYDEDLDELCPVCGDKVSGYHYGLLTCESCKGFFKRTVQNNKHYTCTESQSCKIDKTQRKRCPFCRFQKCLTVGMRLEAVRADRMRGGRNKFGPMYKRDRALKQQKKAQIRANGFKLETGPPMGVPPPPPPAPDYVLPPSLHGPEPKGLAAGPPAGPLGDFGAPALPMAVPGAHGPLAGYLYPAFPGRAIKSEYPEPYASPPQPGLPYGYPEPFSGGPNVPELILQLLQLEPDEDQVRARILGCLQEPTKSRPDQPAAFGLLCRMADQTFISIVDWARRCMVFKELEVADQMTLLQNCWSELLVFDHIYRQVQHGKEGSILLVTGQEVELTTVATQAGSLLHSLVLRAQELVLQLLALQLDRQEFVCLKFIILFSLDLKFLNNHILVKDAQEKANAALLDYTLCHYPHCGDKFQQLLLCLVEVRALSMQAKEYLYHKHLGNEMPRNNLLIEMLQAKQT
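material = CHO-K1 cells with Gal4–hSF-1 LBD chimera plus Gal4-driven luciferase | compound = 10 µM single point, 1% DMSO | incubation = 20 h compound exposure at 37 °C after 1 h cell settling | measured by = SteadyLite luciferase luminescence | evaluation = percent activation relative to DMSO median and mock-transfected background | control set = DMSO negative control and −SF1 background wells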
Ec RNAP inh: Escherichia coli RNA polymerase inhibition; 0.2% of 62,000 active; E. coli RNA polymerase, fluorescence transcription assay; inhibition, %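 (tested at 10 µM)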; P0A8V2; in the data active = inhibition above about 20%;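 note: 0% = enzyme without compound and 100% = no enzyme blank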
Starred values were filed as active, the others as inactive; / = not tested or not shown; [ ] = remark or other dose.

SMILES | M1 antagonist | Fluor 339 460 | tolC growth inh | M1 agonist | TNAP act mid DEA | RORA act | NADH coupling | SF-1 act | Ec RNAP inh
Cc1cc(C)nc(Nc2n[nH]c(COc3ccc(Cl)cc3)n2)n1 | 0.026 | 0.85 | -7 | -0.23 | 1 | 6 | 9% | -8 | 11
CC(=O)Nc1cc(NC(C)=O)cc(C(=O)OCC(=O)N2CC(C)OC(C)C2)c1 (stereo not drawn) | -0.19 | 1 | -10 | -0.0042 | 1 | -14 | 2% | -11 | 7
C=CCn1c(C)cc(C(=O)CSc2nc3ccccc3o2)c1C | -0.42 | 1.1 | 40 | 0.26 | 0.9 | 10 | 3% | 40 | 5
COCCCn1c(=N)c(C(=O)NCC2CCCO2)cc2c(=O)n3cccc(C)c3nc21 (stereo not drawn) | -2.3 | 2.9* | -11 | -1 | 0.9 | -5 | 3%[fluoresces] | -3 | -32
CC1CCc2cc(F)cc3c(O)c(C(=O)Nc4cnccn4)c(=O)n1c23 (stereo not drawn) | 0.45 | 1.1 | 4 | 0.83 | 0.8 | -20 | 3% | 4 | 5
O=C1c2ccccc2C(Nc2ccc(S(=O)(=O)N3CCCCCC3)cc2)N1Cc1ccco1 (stereo not drawn) | -0.61 | 1.1 | 19 | -0.25 | 0.9 | -8 | 1% | 3 | 6
C=C(C)COc1ccc(-c2nc(N)ncc2Oc2ccccc2OCC)c(O)c1 | -0.35 | 1.1 | 17 | -0.099 | 0.9 | 15 | 1% | 0 | -12
CC1(C)Cc2c(c(=S)nc(-c3ccccc3)n2CCN2CCOCC2)CO1 | 0.43 | 0.99 | -10 | 0.75 | 1.1 | 4 | 2% | 6 | -4
COc1ccccc1C(=O)N1CCN(CCc2ccccc2)CC1 | 0.47 | 1 | -13 | -0.41 | 0.8 | -15 | 14% | -14 | 2
CCc1nnc(NC(=O)C2CCCCC2)s1 | 0.00066 | 1.1 | -11 | 0.078 | / | 4 | 4% | -9 | /
COC(=O)Cn1cc(C(=O)c2ccco2)c2ccccc21 | -1.1 | 1 | -3 | 0.015 | 1.1 | -5 | 8% | -4 | 0
CN(C)S(=O)(=O)N1CCN(C(=O)c2ccccc2Cl)CC1 | 0.23 | 1.1 | -11 | 0.45 | 1 | -23 | 3% | 1 | 5
CCOc1cc(S(=O)(=O)N2CCOCC2)ccc1F | 0.15 | 1.1 | -4 | 0.23 | 0.9 | -15 | 1% | 2 | 5
Cc1cc(C(=O)OCC(=O)NCc2ccco2)c(C)n1-c1ccc(F)cc1 | 0.4 | 1 | 35 | -1.2 | 0.9 | 28 | 3% | 37 | -1
CN(C)CCNC(=O)c1cc2c(=O)n(C)c3ccccc3c2n1C | -0.89 | 1.5 | 11 | -0.056 | 0.9 | -2 | 5% | 0 | 4
CCCCN(C(=O)NC(=O)Nc1c(C)cc(C)cc1C)S(C)(=O)=O | 0.85 | 1.1 | -13 | -0.34 | 0.9 | 6 | 6% | 2 | 0
Cn1c(=O)oc2cc(S(=O)(=O)N3CCCC(C(=O)N4CCc5ccccc5C4)C3)ccc21 (stereo not drawn) | -1.1 | 1.1 | 18 | -0.92 | 1 | 15 | 1% | 0 | -7
COc1cc(O)c2c(c1)OC(C)(C)CC2=O | -0.29 | 1.1 | -6 | 0.13 | 1 | -7 | 7% | -5 | 11
CCn1c(SC(C)C)nnc1-c1c[nH]c2ccccc12 | 0.059 | 1.1 | 15 | 0.8 | 0.9 | 7 | 2% | 11 | 7
COc1cccc(-c2nn(-c3ccccc3)cc2C(=O)O)c1 | 0.099 | 1.1 | -22 | -0.13 | 0.9 | -17 | 6% | 24 | 3
CN(C)S(=O)(=O)c1ccc(C(=O)Nc2ccc(CN3CCCC3)cc2)cc1 | 0.0071 | 1.1 | -16 | -0.061 | 1 | 8 | 5% | -11 | 0
COC(=O)c1c(C(C)=O)cnc2ccc(Br)cc12 | 0.12 | 1 | -5 | 0.44 | 1 | 5 | 5% | 20 | 7
N#CC1=C(N)SC(N)=C(C#N)C1c1ccc(C(F)(F)F)cc1 | 0.82 | 1.1 | 5 | -1.5 | 0.9 | -17 | 2% | -17 | -13
COc1ccc(-n2c(Cn3c(=O)sc4ccccc43)nnc2SC)cc1 | 0.32 | 1.1 | -2 | 0.0031 | 1 | -11 | 0% | -10 | 10
CC(=O)Nc1cccc2c1C(=O)NC2=O | 1.3 | 1.9 | -22 | 0.2 | 1 | -13 | 5% | -4 | 7
CCOc1ccccc1-n1c(SCC(=O)Nc2ccc(CC)cc2)nc2n[nH]c(C)c2c1=N | -0.32 | 4.9* | -10 | -0.66 | / | 16 | 13%[fluoresces] | -84 | /
COc1ccc(S(=O)(=O)Cc2ccc(C(=O)N3CCC(C(N)=O)CC3)o2)cc1 | 0.42 | 1.1 | -11 | 0.26 | 1 | 24 | 2% | -18 | -1
CCCCCCN=CC1=C(O)C(C(=O)OC)C(C)(C)CC1=O (stereo not drawn) | 0.52 | 1.1 | -1 | -0.76 | 0.9 | / | 2% | / | /
Cc1cc(C)c(C(=O)CN2C(=O)CCC2=O)cc1C | / | 1 | -1 | / | 0.9 | 4 | 5% | 6 | 1
COc1ccc(NC(=O)CN(c2cc(C)cc(C)c2)S(=O)(=O)c2c(C)noc2C)cc1 | 1.2 | 0.66 | -5 | -0.44 | 1 | 33 | 13% | -17 | 3
COc1ccc(OC)c(C2C(C#N)=C(N)Oc3cc(C)n(Cc4ccccn4)c(=O)c32)c1 (stereo not drawn) | -0.15 | 1.1 | 3 | 1 | 0.9 | -3 | 1% | -8 | 4
CCOC(=O)c1nnn(-c2nonc2N)c1-c1ccccc1 | -0.24 | 1.1 | 0 | -0.35 | 0.9 | 12 | 8% | -13 | 6
Cc1cc(C)n(-c2ccc(C(=O)N3CCc4ccccc43)cc2)n1 | 0.94 | 1.1 | 0 | 0.58 | 0.9 | 28 | 9% | 43 | -1
CC(C)NS(=O)(=O)c1ccc(CCC(=O)NCc2cccnc2)cc1 | 0.38 | 1.1 | -11 | 0.17 | 0.9 | 10 | 3% | 11 | 4
O=C(Nc1cc(C(F)(F)F)ccc1N1CCOCC1)c1ccc2ccccc2n1 | -0.029 | 1.2 | -2 | -0.065 | 0.9 | 6 | 6% | 13 | 4
COC(=O)c1ccc(NC(=O)C2CCCN(S(=O)(=O)c3cnc[nH]3)C2)cc1 (stereo not drawn) | 0.19 | 1.1 | -2 | 0.1 | 0.9 | -6 | 1% | 4 | 3
CCOc1ccc(-n2c(SCc3nc(-c4cccs4)no3)nnc2-c2ccncc2)cc1 | 0.095 | 1.1 | 8 | 0.58 | 1 | -10 | 4% | 4 | -1
COc1cccc(C2=NOC(C(=O)NCc3ccccn3)C2)c1 (stereo not drawn) | 0.19 | 1.1 | -5 | 0.61 | 0.9 | -3 | 4% | 1 | 4
CCCN(CCC)CCCNC(=O)c1cc2cc3ccc(OC)cc3nc2o1 | -7* | 5.1* | -2 | 0.18 | 0.9 | -12 | 4%[fluoresces] | -10 | -70
CC(C)NC(=O)c1ccc(CS(=O)(=O)c2ccc(Br)cc2)o1 | 0.2 | 1.1 | -1 | 0.84 | 0.9 | 5 | 2% | 15 | -1
Cc1ccc(S(=O)(=O)/N=C/c2ccco2)cc1 | 0.29 | 1 | 17 | 0.22 | 1 | -9 | 8% | 6 | 7
COc1ccc(C2=NOC(C(=O)NCCN3CCOCC3)C2)cc1 (stereo not drawn) | 0.28 | 1.1 | -14 | -0.039 | 0.9 | -14 | 4% | -1 | 3
O=C(NCC1(N2CCOCC2)CCCCC1)c1ccc(Cl)c(S(=O)(=O)NCc2ccco2)c1 | -1.5 | 0.88 | 5 | 0.045 | 0.9 | 2 | 11% | 3 | 4
C=C(C)COc1ccc(-c2n[nH]c(C)c2-c2ccccc2OC)c(O)c1 | -0.45 | 1.1 | 88* | -0.023 | 1 | 0 | 4% | -13 | 7
COc1ccc(C2c3c(-c4ccccc4O)n[nH]c3C(=O)N2CCc2ccc(OC)c(OC)c2)cc1 (stereo not drawn) | 0.71 | 1 | 59 | 0.16 | 0.8 | 48 | 2% | 30 | 0
COC(=O)CCS(=O)(=O)c1ccc(Cl)c(Cl)c1 | 0.18 | 1.1 | 1 | -0.0058 | 1 | -2 | 8% | 11 | -11
Cc1cccc(Nc2ncnc3nc[nH]c23)c1C | 0.032 | 1 | -10 | -0.84 | 1.1 | 14 | 4% | 2 | 1
COc1cccc(C2CC(c3ccccc3)Nc3nc(N)nn32)c1 (stereo not drawn) | -0.42 | 0.71 | -12 | 2 | 1 | 0 | 11% | 7 | 6

Part of the list above, as labelled records.
Cc1cc(C)nc(Nc2n[nH]c(COc3ccc(Cl)cc3)n2)n1
  M1 antagonist: 0.026
  Fluor 339 460: 0.85
  tolC growth inh: -7
  M1 agonist: -0.23
  TNAP act mid DEA: 1
  RORA act: 6
  NADH coupling: 9%
  SF-1 act: -8
  Ec RNAP inh: 11
COC(=O)c1c(C(C)=O)cnc2ccc(Br)cc12
  M1 antagonist: 0.12
  Fluor 339 460: 1
  tolC growth inh: -5
  M1 agonist: 0.44
  TNAP act mid DEA: 1
  RORA act: 5
  NADH coupling: 5%
  SF-1 act: 20
  Ec RNAP inh: 7
CC1CCc2cc(F)cc3c(O)c(C(=O)Nc4cnccn4)c(=O)n1c23 (stereo not drawn)
  M1 antagonist: 0.45
  Fluor 339 460: 1.1
  tolC growth inh: 4
  M1 agonist: 0.83
  TNAP act mid DEA: 0.8
  RORA act: -20
  NADH coupling: 3%
  SF-1 act: 4
  Ec RNAP inh: 5
N#CC1=C(N)SC(N)=C(C#N)C1c1ccc(C(F)(F)F)cc1
  M1 antagonist: 0.82
  Fluor 339 460: 1.1
  tolC growth inh: 5
  M1 agonist: -1.5
  TNAP act mid DEA: 0.9
  RORA act: -17
  NADH coupling: 2%
  SF-1 act: -17
  Ec RNAP inh: -13

Next section:
SMILES | M1 antagonist | Fluor 339 460 | tolC growth inh | M1 agonist | TNAP act mid DEA | RORA act | NADH coupling | SF-1 act | Ec RNAP inh
COCCCNC(=O)CN(c1cccc(Cl)c1C)S(C)(=O)=O | 0.94 | 1.1 | -6 | 0.28 | 0.9 | -28 | 10% | -6 | 11
CN1CCCN(CC(O)COCc2cccs2)CC1 (stereo not drawn) | 0.027 | 1 | -16 | -0.72 | 0.9 | -6 | 3% | 6 | 6
Cn1cccc1Cc1nnc(SCC(=O)NC2CCCC2)n1CCc1ccccc1 | -0.023 | 1.1 | 6 | 0.48 | 1 | -7 | 2% | -6 | 11
CC(C)NC(=O)CSc1nc2ccccc2n1CC(=O)N1CCc2ccccc21 | 0.85 | 1.2 | -1 | 0.041 | 0.9 | -25 | 3% | 9 | /
COc1ccc(N2CC(C)Cn3c2nc2c3c(=O)n(CCc3ccccc3)c(=O)n2C)cc1 (stereo not drawn) | -0.5 | 1.1 | -3 | 1.2 | 0.9 | -5 | 4% | 4 | 4
CCOC(=O)c1cnc2sc3c(n2c1=O)CCCC3 | -0.91 | 5* | 6 | 0.025 | 0.9 | 14 | 9%[fluoresces] | 23 | -9
COC(=O)c1ccccc1NC(=O)CN1CCC(NC(=O)c2ccccc2C)CC1 | -0.022 | 1.1 | 12 | 1.3 | 1 | 12 | 2% | 9 | 10
CCOC(=O)CC(=O)c1cc(OC)c(OC)c(OC)c1 | 1 | 1.1 | -14 | 0.11 | 0.9 | 8 | 3% | -4 | 1

Rows were taken by chance (roughly 15% active in at least one column).
